High-throughput results (PubChem)
14-3-3 Bad inh: disrupts binding of bovine 14-3-3 zeta to phospho-Bad peptide; P63103; TR-FRET 14-3-3zeta/Dy647-pBad peptide displacement, 1 h; inhibition, % at 21.7 µM; 220,000 tested, 0.71% active; AID 781;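 active = inhibition above about 70%, limit read from the data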;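 note: 0% = full 14-3-3 plus peptide FRET controls and 100% = background without 14-3-3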
EBV gp42 inh: inhibitors of Epstein-Barr virus glycoprotein 42 | Q1HVG2 | Fluorescence polarization binding assay, mP read-out | inhibition, % (tested at 21.74 µM) | 220,000 tested, 0.42% active | AID 1085; in the data active = inhibition above about 50%
Target sequence (Q1HVG2 whole entry, looked up): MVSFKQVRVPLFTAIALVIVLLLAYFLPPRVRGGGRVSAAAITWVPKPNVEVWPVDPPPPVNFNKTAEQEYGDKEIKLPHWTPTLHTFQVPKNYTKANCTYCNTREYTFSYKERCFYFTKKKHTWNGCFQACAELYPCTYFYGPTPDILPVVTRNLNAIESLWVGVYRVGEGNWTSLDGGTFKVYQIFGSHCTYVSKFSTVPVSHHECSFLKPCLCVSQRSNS
Cl transport mod: modulates chloride dependent transport by human KCC2; KCC2 cells, thallium flux FluoZin-2 fluorescence; B-score of Tl+ flux slope (higher = more flux/activation; lower = inhibition) at 10 µM; 190,000 tested, 2.2% active; Q9H2X9;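 active = thallium flux slope and its plate-corrected score both differing from the plate sample mean at a set confidence after two filtering rounds, in either direction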;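 note: slope of fluorescence scaled to starting intensity during 10 to 20 s after thallium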
NCF1 inh: inhibitors of human p47phox binding | P14598 | p47phox/p22phox peptide binding, fluorescence polarization, 2 h | inhibition, % at 24.7 µM | 220,000 tested, 0.53% active | AID 1274;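 note: 0% = p47phox with labelled peptide and 100% = labelled peptide alone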
Target sequence (P14598 whole entry, looked up): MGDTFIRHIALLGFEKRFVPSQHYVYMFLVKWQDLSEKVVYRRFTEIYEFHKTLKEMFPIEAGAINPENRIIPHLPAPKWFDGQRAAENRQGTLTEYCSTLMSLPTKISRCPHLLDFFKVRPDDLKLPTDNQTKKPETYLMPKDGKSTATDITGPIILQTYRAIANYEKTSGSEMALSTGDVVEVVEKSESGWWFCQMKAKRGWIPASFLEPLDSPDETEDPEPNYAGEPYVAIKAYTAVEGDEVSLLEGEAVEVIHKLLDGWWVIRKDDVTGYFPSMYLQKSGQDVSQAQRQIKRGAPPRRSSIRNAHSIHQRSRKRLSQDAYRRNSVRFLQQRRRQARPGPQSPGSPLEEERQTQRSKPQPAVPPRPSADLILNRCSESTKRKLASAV
eIF4E 4G PPI: blocks eIF4E binding to eIF4G. P63073+Q04637. TR-FRET eIF4E-eIF4GI(517-606) binding, 2 h. inhibition, % at 21.7 µM. 220,000 tested, 0.37% active. AID 782;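 note: 0% = full FRET control wells and 100% = background wells lacking eIF4GI fragment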
hK5 inh: kallikrein 5 (human) inhibition; AID 873; 210,000 tested, 0.59% active; inhibition, % at 5 µM; Q9Y337; recombinant hK5, fluorogenic AMC substrate cleavage;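 active = inhibition of 40% or more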;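 note: 0% = enzyme controls without compound and 100% = no-enzyme blanks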
Rad51 HR inh: Rad51 (human) homologous recombination inhibition | Q06609 | hRad51 DNA strand exchange, fluorescence dequenching | inhibition, % at 10 µM | 200,000 tested, 0.085% active | AID 1385;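 active = inhibition above 40% at the single screening dose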;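 note: 0% = DMSO control wells and 100% = blanks with heterologous ssDNA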
Target sequence (Q06609 whole entry, looked up): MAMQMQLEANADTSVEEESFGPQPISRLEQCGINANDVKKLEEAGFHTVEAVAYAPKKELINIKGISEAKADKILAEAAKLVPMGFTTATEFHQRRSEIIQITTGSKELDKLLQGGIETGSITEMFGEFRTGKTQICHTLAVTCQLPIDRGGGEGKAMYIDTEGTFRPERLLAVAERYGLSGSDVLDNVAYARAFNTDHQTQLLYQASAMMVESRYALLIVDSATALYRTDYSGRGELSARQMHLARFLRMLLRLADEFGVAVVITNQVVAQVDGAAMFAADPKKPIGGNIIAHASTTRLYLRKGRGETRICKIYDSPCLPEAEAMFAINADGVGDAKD
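material = hRad51 filaments on single-stranded DNA | reagent = Donor/quencher-labelled 47-bp dsDNA substrate | compound = 10 µM final, single point | schedule = strand-exchange reaction 15 min at room temperature | measured by = fluorescein emission 520 nm, excitation 485 nm | read-out basis = % inhibition versus plate control and blank means | benchmarks = plate controls and plate blanks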
Furin inhibitor: inhibitors of human furin | AID 463115 | inhibition, % at 30 µM | P09958 | 220,000 tested, 0.061% active | purified furin, fluorogenic substrate cleavage; in the data active = inhibition above about 25%; note: inactives centre near -15
thrombin 1536: blocks human thrombin protease activity; alpha-thrombin, Boc-VPR-AMC fluorogenic substrate cleavage; inhibition, % at 5 µM; 220,000 tested, 0.26% active;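 active = inhibition at or above 40%; inactive = inhibition below 40%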;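 note: 0% = enzyme with no compound and 100% = wells without enzyme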
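Material: human alpha-thrombin enzyme / Medium: pH 7.5 Tris (50 mM) with NaCl 150 mM, Tween 20 0.05% / Compound: single-point dosing at 5 µM, 0.2% DMSO / Incubation: enzyme reaction carried out at room temperature / Detection: AMC fluorescence, 355/460 nm / Read-out basis: percent inhibition scaled between no-compound controls and no-enzyme blanks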
An asterisk follows results filed as active; i = inactive; · = not tested or not shown; [ ] = remark or other dose.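 Rule for the calls, unless noted: active = inhibition above about 30% (limit read from the data); inactive = the rest.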

14-3-3 Bad inh,EBV gp42 inh,Cl transport mod,NCF1 inh,eIF4E 4G PPI,hK5 inh,Rad51 HR inh,Furin inhibitor,thrombin 1536,smiles
1,-8,0.0017,·,1,12,·,-24,-3,CNC(=O)COc1ccc(S(=O)(=O)Nc2ccccc2)cc1
13,-35,-0.43,0,-4,2,-2,-32,0,Cc1nc2ccc(NC(=O)Cc3cccs3)cc2s1
-9,-44,0.71,1,-2,1,·,-6,4,CC1=CC(C)C2COC(c3ccc[n+](C)c3)C1C2C (stereo not drawn)
-25,10,1.9,-3,2,-9,2,-15,-4,O=C(NNC(=O)c1ccccc1Cl)c1ccncc1
20,2,-1.6,-16,18[fluorescence artefact?],9,1,-11,48*,Cc1ccc(C)c(S(=O)(=O)ON2C(=O)c3ccccc3C2=O)c1
-10,-25,2.5,-7,5,-2,39,-18,-4,CC(=O)c1nnn(-c2ccc([N+](=O)[O-])cc2C)c1C
-14,-2,39*,-3,-6,-21,7,0,3,O=C(NC(=S)Nc1ccccc1N1CCOCC1)c1cccs1
-7,-1,-1.8,5,-1,-14,20,-9,-4,CCCc1cc(C(=O)OC)c(NC(=O)CCC(=O)O)s1
-3,-1,0.25,-15,-4,-2,4,-20,-3,CCOC(=O)C(CC)/C(C)=N\NC(=O)CCC(=O)Nc1ccc(Cl)cc1Cl (stereo not drawn)
11[fluorescence artefact?],-9,-0.64,-11,-3,-2,3,-31,-1,Cc1nn(-c2ccc(C(=O)Nc3nnc(C4CC4)s3)cc2)c(C)c1Cl
-3,-4,·,-9,-2,·,-8,-20,-4,Cc1ccc(CN2CCN(CCCn3cccn3)CC2CCO)cc1 (stereo not drawn)
4,14,-2.3,-3,4,-2,2,-13[20 µM],-4,Cc1sc2nc(CN3CCOCC3)nc(NCCc3ccccc3)c2c1C
-9,-13,0.29,-4,-4,-9,·,-20,-1,N#Cc1c(-n2cccc2)cccc1-n1cccc1
-1,-10,0.43,4,5,-11,0,-15[20 µM],-1,O=C(CSc1ccccc1)NCc1ccco1
-5,5,9.7*,-5,1[fluorescence artefact?],-93,-4,0[20 µM],3,O=C(N/N=C/c1ccc[nH]1)c1sc2ccccc2c1Cl
0,5,0.03,5,2,1,-3,-17,-12,CSc1nsc(SCC(=O)N2CCCCC2)n1
9,-2,i,-6,4,0,-1,-13[20 µM],-15,COc1ccc(C(=O)OCC(=O)NCC2CCCCC2)cc1S(=O)(=O)N1CCCc2ccccc21
0,-9,-0.24,-5,0,-7,-7,-6,-6,CN1C(=O)N(c2nnc(C(C)(C)C)s2)C(=O)C1c1ccccc1 (stereo not drawn)
-2,-26,-0.058,-9,2,-1,-11,-16,2,Cc1ccc(N(CC(=O)O)S(=O)(=O)c2cccc3nonc23)cc1
8,-20,·,-20,4,-2,-47,-11,5,Cc1cc2c(c(=O)o1)C1(C(=O)N(CC(=O)O)c3ccccc31)C(C#N)=C(N)O2 (stereo not drawn)

Following part:
14-3-3 Bad inh,EBV gp42 inh,Cl transport mod,NCF1 inh,eIF4E 4G PPI,hK5 inh,Rad51 HR inh,Furin inhibitor,thrombin 1536,smiles
-17,-4,1.2,7,3,0,-5,-19,-8,CCOc1ccc(C(CC(=O)O)NC(=O)c2cccs2)cc1OC (stereo not drawn)
13,-27,-0.18,-79,-2,2,1,-12,·,N#Cc1ccccc1S(=O)(=O)N1CCN(CC(O)c2ccccc2)CC1 (stereo not drawn)
3,-12,-0.2,1,-5,-6,-6,-23,-6,CCn1c(C(C)NC(=O)c2cccs2)nc2ccccc21 (stereo not drawn)
2,-17,·,0,-8,-6,5,-27,-12,COc1ccc(C)cc1NC(=O)C(CCS(C)(=O)=O)NC(C)=O (stereo not drawn)
6,9,-1.1,3,-1,-3,1,-12,-11,Cc1ccsc1/C=N\NC(=O)CCc1c(C)n[nH]c1C
20,-2,-0.29,-6,14,10,11,-1,3,O=C(NC1CCC(O)CC1)c1ccc(-c2ccc([N+](=O)[O-])cc2)o1 (stereo not drawn)
0[fluorescence artefact?],-13,0.71,-6,9[fluorescence artefact?],-3,-3,-20,-4,CCOC(=O)c1sc(=S)n(-c2ccc(F)c(F)c2)c1N
-7,-3,·,-2,2,5,1,-11[20 µM],-10,O=C(Nc1cccc(F)c1)c1cccc(S(=O)(=O)N2CCOCC2)c1
1,-2,-2,-10,2,6,5,-6,2,COc1ccccc1OCC(=O)Nc1cccc(-c2nnc(-c3ccco3)o2)c1
-6,-13,·,-9,-1,-3,-12,-21,-11,Cc1cc(C)c2c(CC(=O)O)c(C)[nH]c2c1
-7,-13,-3,-7,1[fluorescence artefact?],-5,-1,-15[20 µM],-11,CCn1c(CNc2nc3ccccc3n2C(C)C)nc2ccccc21
-16,5,0.75,1,0,1,4,-14,1,COc1ccc(CCNC2=CC(=O)CC(C)(C)C2)cc1
·,-9,0.00087,-1,·,-10,-11,-7[20 µM],3,CCC(=O)n1nc(NCc2ccc(OC)c(OC)c2)nc1NCc1ccc(OC)c(OC)c1
-5,-4,-0.52,-6,11,-4,9,-22,4,Nc1n[nH]c(S(=O)(=O)CCCc2ccccc2)n1
-8,-20,-0.22,29,2,-2,17,-29,7,CCOC(=O)C(CC)Sc1ccc2nnc(-c3cccnc3)n2n1 (stereo not drawn)
2[fluorescence artefact?],-15,·,-14,3[fluorescence artefact?],-18,3,-11[20 µM],-4,Cc1noc(NS(=O)(=O)c2ccc(NC(=O)CSc3n[nH]c(-c4ccccc4)n3)cc2)c1C
14,5,1.3,4,1,-1,-4,-2,-7,COc1ccccc1/C=C(/C(=O)OCC(=O)Nc1ccccc1C)c1ccccc1
-1,-13,-0.27,-9,1[fluorescence artefact?],5,9,-22,2,O=C(CSCCNS(=O)(=O)c1ccccc1)Nc1ccccc1
-5,16,0.42,-7,13,-6,2,-25,-28,O=C(CCc1n[nH]c(=O)[nH]c1=O)N/N=C/c1ccco1
13,19,·,-14,7,-10,-16,-5,1,CC(C)c1nnc(NC(=O)c2c(O)c3cccc4c3n(c2=O)CCC4)s1

thrombin 1536, hit marks shown above
14-3-3 Bad inh,EBV gp42 inh,Cl transport mod,NCF1 inh,eIF4E 4G PPI,hK5 inh,Rad51 HR inh,Furin inhibitor,thrombin 1536,smiles
20,2,-1.6,-16,18[fluorescence artefact?],9,1,-11,48*,Cc1ccc(C)c(S(=O)(=O)ON2C(=O)c3ccccc3C2=O)c1

More entries:
14-3-3 Bad inh,EBV gp42 inh,Cl transport mod,NCF1 inh,eIF4E 4G PPI,hK5 inh,Rad51 HR inh,Furin inhibitor,thrombin 1536,smiles
0,2,·,-18,0,6,0,-34,2,Cn1c(NC(=O)CCC2CCCCC2)cc(=O)n(C)c1=O
-11,1,·,-4,-1,-14,3,-20,-4,O=C(Nc1ccc(Oc2ccccc2)cc1)C1CCCO1 (stereo not drawn)
-13,6,-1,-2,-3,-2,0,-9,-4,Cc1nn(Cc2ccccc2)c(Cl)c1/C=C/C(=O)OCC(=O)N1CCCC1=O
2,-7,0.087,-42,2,-3,-10,-5[20 µM],-8,O=S(=O)(c1ccccc1)N1N=C(c2cccs2)CC1c1ccc(Br)cc1 (stereo not drawn)
3,-8,-1.9,-6,-2,-2,1,-6,2,Cc1nn(-c2ccccc2)c(C)c1C(=O)Oc1ccccc1
3,-7,0.55,-16,-10,0,-13,-21,-2,COC(=O)c1ccccc1NC(=O)COC(=O)C1CCCCC1
-10,-2,-0.56,-42,2,-8,0,-7,5,CCn1c(C)nc2cc(C(=O)N/N=C(\C)c3ccccc3O)ccc21
71*,0,-1.6,-22,1,-5,-1,-11[20 µM],1,CC1(C)Cc2c(ccc3ccccc23)/C(=C/C(=O)N2CCCCC2)N1
-1,-1,-0.19,-1,-1,4,5,-36,-1,COc1ccc(-n2nc(C(=O)NCC(=O)N3CCN(Cc4ccc5c(c4)OCO5)CC3)c3ccccc3c2=O)cc1OC
2,-18,0.65,-9,3,2,8,-34,-7,CCOc1cc(CNC2CCCC2)ccc1OCc1ccccc1Cl
32,-10,·,-5,8,-19,6,-19[20 µM],5,CCCCN(CC)c1nc(-c2ccncc2)nc2ccccc12
-2,-22,0.26,-3,-7,-21,-5,-15[20 µM],3,O=C(NCc1ccccc1)N[C@@H](Cc1ccccc1)C(=O)O
-16,-3,·,1,-2,-17,9,-23,-8,O=C(Nc1ccccc1)n1ccc(-c2ccc(-n3ccnc3)cc2)n1
6,-3,0.15,0,-6,6,3,-9,4,COc1ccc([N+](=O)[O-])cc1NC(=O)COC(=O)c1ccc(O)cc1
-4,-19,·,1,0,-15,2,-10,-5,Cc1ccc(S(=O)(=O)N2C(=S)SCC2(C)C)cc1
-18[fluorescence artefact?],2,·,-9,-2,5,-5,-27[20 µM],1,S=C(c1ccccc1)N(c1ccccc1)c1ccccc1
3,5,0.15,-6,2,-4,-5,-13,-6,O=C(CCl)NCCNC(=O)c1cc(OCC(F)(F)F)ccc1OCC(F)(F)F
-7,-23,1.3,-7,1,2,-1,-19,-6,O=C(N/N=C/c1ccco1)C1CC(=O)N(c2ccccc2)C1 (stereo not drawn)
8,-20,·,-2,0,-27,3,-16,-3,OCCN(CCO)CC(O)Cn1c2ccccc2c2ccccc21 (stereo not drawn)
-2,-9,0.1,0,-3,-8,2,-5[20 µM],3,Cc1ccc(S(=O)(=O)CC(=O)NC(C)(C)C)cc1

Compound profiles (already shown). Order of screens: 14-3-3 Bad inh | EBV gp42 inh | Cl transport mod | NCF1 inh | eIF4E 4G PPI | hK5 inh | Rad51 HR inh | Furin inhibitor | thrombin 1536
O=C(CCl)NCCNC(=O)c1cc(OCC(F)(F)F)ccc1OCC(F)(F)F reads 3 | 5 | 0.15 | -6 | 2 | -4 | -5 | -13 | -6
O=C(N/N=C/c1ccco1)C1CC(=O)N(c2ccccc2)C1 (stereo not drawn) reads -7 | -23 | 1.3 | -7 | 1 | 2 | -1 | -19 | -6
Cc1nn(Cc2ccccc2)c(Cl)c1/C=C/C(=O)OCC(=O)N1CCCC1=O reads -13 | 6 | -1 | -2 | -3 | -2 | 0 | -9 | -4
Cc1ccc(S(=O)(=O)N2C(=S)SCC2(C)C)cc1 reads -4 | -19 | · | 1 | 0 | -15 | 2 | -10 | -5
Cn1c(NC(=O)CCC2CCCCC2)cc(=O)n(C)c1=O reads 0 | 2 | · | -18 | 0 | 6 | 0 | -34 | 2

(more compounds)
14-3-3 Bad inh,EBV gp42 inh,Cl transport mod,NCF1 inh,eIF4E 4G PPI,hK5 inh,Rad51 HR inh,Furin inhibitor,thrombin 1536,smiles
4,-5,0.068,-6,4,-8,5,-16,-4,COCCCn1c(C)c(C(C)=O)cc(NC(=O)c2ccccc2)c1=O
10,-20,0.53,-1,2,0,-1,1,-9,CCCc1[nH]n(-c2ccc([N+](=O)[O-])cc2)c(=O)c1C=NCCN1CCNCC1
-13,-3,7.7*,-9,1,-1,3,-17,-2,COc1ccc(/C(C)=N/NC(=S)NCCc2ccccc2)cc1
-8,5,2.5,0,-2,2,-12,-17,-12,CC(=O)C(Cc1ccccc1)NC(=O)CCl (stereo not drawn)
4,-18,·,6,0,0,1,-4,4,COc1ccc(C2c3c(oc4ccccc4c3=O)C(=O)N2CC2CCCO2)cc1 (stereo not drawn)
6,-15,-0.29,-2,3,-2,-7,-13,-3,COc1cc(C2Nc3ccc4ncccc4c3C3=C2C(=O)CCC3)cc(OC)c1OC (stereo not drawn)
-11,-1,0.47,-10,-10,31,-2,-23,6,CCc1cccc(C)c1NC(=O)C1CCCO1 (stereo not drawn)
-2,-15,1.2,-5,2,2,18,-23,10,O=C(Cn1cc(C(F)(F)F)ccc1=O)N/N=C/c1ccc(F)cc1
0,-5,0.41,-9,3,5,-8,-1,3,Cc1ccc2c(c1)oc(=O)n2CC(=O)c1ccccc1
-4,2,1.1,-4,-1,-7,-5,-10,-5,Cc1cc(C(=O)N/N=C/c2cccs2)n[nH]1

Compounds were not picked by outcome; any-hit rate near 4.7%.
